# KCNK3 inh: human KCNK3 channel inhibition, primary screen. CHO-KCNK3 thallium flux, FluxOR fluorescence; active compounds read low. B-score at 10 µM. 340,000 tested, 0.84% active;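 active = B-score under library mean minus 4 SD, starting fluorescence ratio at most library mean plus 5 SD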;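 note: more negative B-score means stronger inhibition of thallium flux through KCNK3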
# Target sequence (O14649 whole entry, looked up): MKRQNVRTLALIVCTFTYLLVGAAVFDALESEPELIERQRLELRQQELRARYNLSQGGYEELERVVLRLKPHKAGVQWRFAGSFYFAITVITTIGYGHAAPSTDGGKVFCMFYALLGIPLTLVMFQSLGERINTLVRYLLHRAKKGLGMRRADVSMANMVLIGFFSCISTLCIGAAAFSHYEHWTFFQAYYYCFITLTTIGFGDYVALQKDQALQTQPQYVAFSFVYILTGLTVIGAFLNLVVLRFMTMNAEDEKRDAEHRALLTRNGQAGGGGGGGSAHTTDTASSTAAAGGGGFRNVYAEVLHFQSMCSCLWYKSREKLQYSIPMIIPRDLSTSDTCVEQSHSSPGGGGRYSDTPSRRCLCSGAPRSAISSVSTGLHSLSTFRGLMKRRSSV
# TMEM16A act: mouse TMEM16A channel activation, primary screen. 340,000 tested, 0.3% active. B-score at 10 µM. AID 623877. Q8BHY3. HEK293 TMEM16A/YFP-H148Q/I152L, iodide quench fluorescence; active compounds read low;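 active = fluorescence-ratio B-score plate-corrected deviation score at least 3 library SD below zero, with starting fluorescence score within 5 deviations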;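 note: channel opened by trigger with iodide after compound preincubation; score built on the fluorescence ratio of max minus min over baseline; more negative score means more quench and so TMEM16A activation or potentiation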
# * hit, by the source's call; i = inactive. Not all compounds are listed; rates above refer to the full screens.
SMILES,KCNK3 inh,TMEM16A act
O=C(Nc1ccccc1Cl)C(Cl)C(=O)c1ccccc1 (stereo not drawn),i,i
CC(C)(C)n1ncc2c(=O)n(CC(=O)N3CCN(c4ccccc4)CC3)cnc21,i,i
CCOc1ccc(CCNC(=O)COC(=O)CSc2ccc(C)cc2)cc1OCC,i,i
CC(=O)Nc1sc(C)c(C)c1C(=O)OCC(=O)N(CCC#N)c1cc(C)cc(C)c1,i,i
O=c1sc2ccccc2n1COc1ccccc1,i,i
O=C1c2ccccc2C(=O)N1CCCCNc1ccccc1,i,i
Cc1ccc(C(=O)N2[C@@H]3CN(C)C(=O)[C@@]2(C)[C@H]2C(=O)N(Cc4ccccc4)C(=O)[C@@H]32)cc1,i,i
Cc1c(C(=O)NCc2ccccc2CN2CCCC2)oc2ccccc12,i,i
CCOC(CNCc1cc(C)c2[nH]c3ccccc3c2c1C)OCC,i,i
Cc1cc(C(=O)OCC(=O)NC2(C#N)CCCCC2)c(C)o1,i,i
O=C(Nc1ccc2c(c1)C(=O)c1ccccc1-2)c1ccccc1,i,i
CCN(CC)S(=O)(=O)c1ccc(O)c(NC(=O)COc2ccc(S(=O)(=O)N3CCOCC3)cc2)c1,i,i
Cc1noc(C)c1COc1cccc(C(=O)Nc2ccccc2)c1,i,i
COc1ccc(C(=Cc2ccccc2[N+](=O)[O-])C(=O)O)cc1,i,i
CC1(c2ccccc2)CCC(=O)NC1 (stereo not drawn),i,i
Cc1ccc(-n2cnc3c(=O)[nH]cnc32)cc1[N+](=O)[O-],i,i
NS(=O)(=O)c1ccc(N2C(=O)C3C4CC(C(Br)C4Br)C3C2=O)cc1 (stereo not drawn),i,i
COc1ccc(Cl)cc1C(=O)NNC(=O)C1CCCO1 (stereo not drawn),i,i
CCOc1ccccc1NC(=O)COC(=O)c1c(CC)noc1C,i,i
CC12CC3CC1C(C(=O)O2)C3C(=O)O (stereo not drawn),i,i
COC(=O)c1ccc2c(c1)c(-c1ccccc1)c(-c1ccccc1)n2C,i,i
C=CC(C)(C)c1c2occc2c(O)c2ccc(=O)oc12,i,i
Cc1ccc(C(=O)OCC(=O)NCc2cccc(Cl)c2)cc1S(=O)(=O)N1CCCCC1,i,i
COc1ccccc1[C@H]1C(c2cccc(Cl)c2)=NN(c2ccccc2)[C@@H]1CO,i,i
Cc1cc(C)n(-c2ccc(C(=O)N3CCN(S(=O)(=O)c4cccc(Br)c4)CC3)cc2)n1,i,i
# (cont.)
SMILES,KCNK3 inh,TMEM16A act
CC(=O)Oc1ccc2c(c1)CCC1C2CCC2(C)C(OC(C)=O)CCC12 (stereo not drawn),i,i
COC(=O)c1ccccc1NC(=O)COC(=O)Cc1ccc(S(=O)(=O)N2CCOCC2)s1,i,i
Cc1cc(=O)oc2cc(OCC(=O)Nc3c(C)n(C)n(-c4ccccc4)c3=O)c(Cl)cc12,i,i
O=C(CC(CC(=O)c1ccccc1)c1ccncc1)c1ccccc1,i,i
Cc1c(Cl)cnc(NC(=O)COC(=O)/C=C/c2ccco2)c1Cl,i,i
COc1cc(C(=O)N2CCN(S(=O)(=O)c3ccc(C)cc3)CC2)ccc1OCC(=O)N1CCOCC1,i,i
O=C(O)c1ccccc1C(c1ccccc1)c1ccccc1O (stereo not drawn),i,i
COc1ccc(S(=O)(=O)N2CCOCC2)cc1NC(=O)COC(=O)CCS(=O)(=O)c1ccc(C)cc1,i,i
O=S(=O)(c1cc(C(F)(F)F)ccc1Cl)N1CCN(c2ncnc3ccccc23)CC1,i,i
C1CC1C(=NN=C(C1CC1)C1CC1)C1CC1,i,i
O=C(Cc1ccccc1[N+](=O)[O-])c1ccc2c(c1)OCO2,i,i
N#Cc1ccc(C(=O)OCC(=O)NC(=O)NCc2ccccc2)cc1,i,i
CN(C(=O)CSc1nnc(C2CC2)n1C)C1CCCc2ccccc21 (stereo not drawn),i,i
O=[N+]([O-])c1cccc2cnccc12,i,i
COCCN(C(=O)Cc1ccc(S(=O)(=O)N2CCOCC2)s1)c1c(N)n(CC(C)C)c(=O)[nH]c1=O,i,i
CC(=O)c1ccc(S(=O)(=O)N(CC(=O)NC2CC2)Cc2ccc(F)cc2)cc1,i,i
Cn1c(SCC(=O)N2CC(=O)Nc3ccccc32)nnc1C(F)(F)F,i,i
CCc1nnc(NC(=O)C2CCN(C(=O)c3ccccc3C)CC2)s1,i,i
O=C(Cc1ccccc1)c1ccc(O)cc1,i,i
Nc1ccc(CSc2ccccc2)cc1,i,i
CCCCn1cnc2c(SCc3ccccn3)nc(N)nc21,i,i
CCCCCC(=O)Nc1cc(S(=O)(=O)N2CCCCC2)ccc1N1CCCCC1,i,i
CCOC(=O)CC1=C(C(=O)OCC)C(c2ccncc2)C(C#N)=C(N)O1 (stereo not drawn),i,i
COc1ccc(S(=O)(=O)N2CCc3ccccc32)cc1C(=O)Nc1cc(S(C)(=O)=O)ccc1Cl,i,i
CCOC(=O)c1ccc(N2Cc3ccccc3C2=NC(=O)c2ccncc2)cc1,i,i
# Additional results:
SMILES,KCNK3 inh,TMEM16A act
CCCCNc1ncnc2[nH]ncc12,i,i
O=c1c2ccccc2oc2c1ccc1ccccc12,i,i
COc1cc(Cl)c(C)cc1NC(=O)CCN1C(=O)NC(C)(C)C1=O,i,i
CC(C)CN(C(=O)COC(=O)CSc1ccc(Br)cc1)C1CCS(=O)(=O)C1 (stereo not drawn),i,i
CC(=O)N1CCc2ccc([N+](=O)[O-])cc21,i,i
COc1ccc(NS(=O)(=O)c2cccc(C(=O)NNC(=O)CNC(=O)c3ccccc3Cl)c2)cc1,i,i
COc1ccc(Cl)cc1NC(=O)CN(C)CC(=O)Nc1ccc2c(c1)OCO2,i,i
N[C@@H](Cc1ccc(F)cc1)C(=O)O,i,i
Cc1ccc(-n2ncc3c(=O)[nH]c(SCC(=O)N4CCC(C)CC4)nc32)cc1C,i,i
CC1CCC(NC(=O)COC(=O)c2cccnc2Cl)CC1 (stereo not drawn),i,i
Oc1cc(O)c(CN2CCOCC2)cc1CN1CCOCC1,i,i
CC(OC(=O)c1c2c(nc3ccccc13)/C(=C\c1ccc3c(c1)OCO3)CCC2)C(=O)Nc1ccc(S(N)(=O)=O)cc1 (stereo not drawn),i,i
CN(C)CCCN=c1cc(-c2ccccc2)oc2ccc(Cl)cc12,i,i
Cc1cc(C)n2c(SCC(O)=C(C#N)c3nc4ccccc4[nH]3)nnc2n1,i,i
Cc1sc2ncnc(N3CCC(C(=O)Nc4cc(C(F)(F)F)ccc4OCC(F)(F)F)CC3)c2c1C,i,i
Cn1nc(C(=O)Nc2cccc(S(=O)(=O)N3CCCCC3)c2)c2ccccc2c1=O,i,i
COc1cccc(N2CCN(CC(=O)Nc3ccccc3C(=O)NCc3ccccc3)CC2)c1,i,i
COc1ccc(OC)c(NC(=O)COC(=O)Cn2nnc(-c3ccccc3)n2)c1,i,i
Cc1cc2c(cc1C)NC(C)CC(=O)N2 (stereo not drawn),i,i
COc1ccc(OC)c(CCNC(=O)CC2Oc3ccc(C)cc3NC2=O)c1 (stereo not drawn),i,i
CC(=O)c1ccc(NC(=O)CSc2nc3[nH]c(=O)cc(O)c3s2)cc1,i,i
Cc1ccccc1N=C1Nc2ccccc2N[C@]12C[C@H]1CCC(=O)N3CC[C@@H](C2)[C@@H]13,i,i
COc1ccc(OC)c(S(=O)(=O)NCC(=O)NC2CCCc3ccccc32)c1 (stereo not drawn),i,i
Cc1ccc(C(=O)CCC(=O)OCC(=O)N2CCN(S(=O)(=O)c3ccc(C)cc3C)CC2)cc1,i,i
O=c1cc(-c2ccc(OCc3ccccc3)cc2)oc2cc(OCc3ccccc3)cc(OCc3ccccc3)c12,i,i
# The listing continues:
SMILES,KCNK3 inh,TMEM16A act
O=C(CC(C(=O)c1ccccc1)c1ccccc1)c1ccccc1 (stereo not drawn),i,i
CCC1([N+](=O)[O-])COC(c2ccc(C(C)C)cc2)OC1 (stereo not drawn),i,i
CCN(C(=O)COC(=O)c1cccc2ccccc12)c1c(N)n(Cc2ccccc2)c(=O)[nH]c1=O,i,i
CC(Sc1nnc(-c2cccnc2)n1N)C(=O)Nc1ccc2c(c1)OCCO2 (stereo not drawn),i,i
Cc1cccc(C2=NN(c3ccc(Br)cc3)[C@@H](C(=O)N3CCOC3=O)[C@@H]2c2ccccc2)c1,i,i
CC[C@@H]1C(c2ccc(F)cc2)=NN(c2ccccc2)[C@H]1C(=O)N1CCOC1=O,i,i
OC(c1ccccc1)C(Nc1ccccn1)c1ccccc1 (stereo not drawn),i,i
COc1ccc2c(c1OC)OCC2C (stereo not drawn),i,i
O=c1[nH]c2cc(Cl)c(Cl)cc2o1,i,i
Clc1ccc(C=NN2CCCCCC2)cc1Cl,i,i
O=C(Nc1ccccn1)C1CCN(S(=O)(=O)c2ccc3ccccc3c2)CC1,i,i
Nc1nc2ccc(Cl)cc2[nH]1,i,i
COc1cc(C2C3=C(COC3=O)Oc3cc4c(cc32)OCO4)cc(OC)c1OC (stereo not drawn),i,i
CC1COCC(C)N1C1=C(Cl)C(=O)c2ccccc2C1=O (stereo not drawn),-10*,i
O=C1CN(C(=O)COC(=O)c2ccc(Cl)cc2)c2ccccc2N1,i,i
c1ccc(CN2CCc3[nH]c4ccccc4c3C2)cc1,i,i
Nc1c(Cl)ncnc1Nc1ccc(C(=O)O)cc1,i,i
Cc1ccccc1C(=O)N1CCC(C(=O)Nc2ccc(S(=O)(=O)N3C(C)CCCC3C)cc2)CC1 (stereo not drawn),i,i
O=[N+]([O-])c1ccc(NN=Cc2ccccc2O)nc1,i,i
CCOC(=O)c1[nH]c(=S)[nH]c1C,i,i
CC(=O)N1Cc2ccccc2CC1C(=O)OCC(=O)c1c(N)n(C)c(=O)n(C)c1=O (stereo not drawn),i,i
O=C(c1ccccc1Cl)N1CCN(C(=O)C2CCCO2)CC1 (stereo not drawn),i,i
CCN(CC(=O)Nc1cc(Cl)ccc1C)C(=O)CSCc1ccccc1,i,i
Cc1ccccc1-c1csc(N)n1,i,i
CC1CC(C)CN(S(=O)(=O)c2ccc(NC(=O)CN3CCCCCC3)cc2)C1 (stereo not drawn),i,i
# Next part:
SMILES,KCNK3 inh,TMEM16A act
Fc1ccc2nncc(SCc3ccccc3Cl)c2c1,i,i
NC(=S)NN=C1CCCCCCCCC1,i,i
CCn1c(=O)c(C(=O)CN(C)CC(=O)Nc2ccccc2Br)c(N)n(Cc2ccccc2)c1=O,i,i
COCCN(C(=O)COC(=O)/C=C/c1ccc(Cl)c(Cl)c1)c1c(N)n(Cc2ccccc2)c(=O)[nH]c1=O,i,i
COc1ccc(C2CC(=O)Oc3cc(C)c(Cl)c(C)c32)cc1 (stereo not drawn),i,i
Cc1sc2nc(SCC(=O)Nc3cccc(C(=O)O)c3)[nH]c(=O)c2c1C,i,i
Cc1cc(NC(=O)CSCC(=O)Nc2cc(C(F)(F)F)ccc2N2CCCCC2)no1,i,i

# Compound activity: PubChem, Johns Hopkins Ion Channel Center
